Screening data as filed in PubChem.
GBA activity up – increases beta-glucosidase activity in Gaucher fibroblasts; P04062; L444P Gaucher fibroblasts, 4-MU-glucoside fluorescence, 3 days; activation, % at 10 µM; hit rate 0.44% among 30,000; AID 784; in the data active = activation above about 65%;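 note: 0% = vehicle wells and 100% = positive control wells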
Target sequence (P04062 whole entry L483P): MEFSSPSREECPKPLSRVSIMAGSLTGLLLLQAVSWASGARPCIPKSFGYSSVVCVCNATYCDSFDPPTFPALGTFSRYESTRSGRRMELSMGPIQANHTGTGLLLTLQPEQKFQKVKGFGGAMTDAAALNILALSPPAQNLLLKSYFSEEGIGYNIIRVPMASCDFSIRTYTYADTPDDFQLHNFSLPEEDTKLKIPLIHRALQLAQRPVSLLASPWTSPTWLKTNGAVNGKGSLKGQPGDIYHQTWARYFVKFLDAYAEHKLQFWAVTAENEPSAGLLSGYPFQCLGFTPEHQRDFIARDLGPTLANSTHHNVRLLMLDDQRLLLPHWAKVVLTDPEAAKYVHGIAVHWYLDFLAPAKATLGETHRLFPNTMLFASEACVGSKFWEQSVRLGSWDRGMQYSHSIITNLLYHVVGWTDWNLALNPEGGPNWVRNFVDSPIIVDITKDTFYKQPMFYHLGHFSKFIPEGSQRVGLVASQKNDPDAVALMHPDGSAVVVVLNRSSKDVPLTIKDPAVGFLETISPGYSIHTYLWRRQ
Active calls of the source: *; & = joins results of further samples.

SMILES	GBA activity up
O=c1c2ccccc2nc(SCc2ccccc2)n1Cc1ccco1	-8
Nc1cc(N)nc(SCCN2CCCCC2)n1	-35
O=C(CNS(=O)(=O)c1cccc2nonc12)NCc1ccc(F)cc1	-47
COC(=O)C1CCN(C(=O)c2sc3nc(-c4ccc(F)cc4)cn3c2C)CC1	33
CCOc1ccc(-n2cnnn2)cc1S(=O)(=O)NCCc1ccc(OC)c(OC)c1	-12
Cc1ccc(C(C(=O)NC(C)(C)C)N(C(=O)c2csnn2)c2ccccc2F)o1 (stereo not given)	-12
CC(C)(C)Nc1nc(OCC(F)(F)F)nc(OCC(F)(F)F)n1	-2
COC(=O)C(C)Sc1nnc(-c2ccncc2)o1 (stereo not given)	-20
Cn1c(=O)n(C)c2cc(NS(=O)(=O)c3ccc4c(c3)CCCC4)ccc21	-26
Cc1ccc(-c2nnc(CSc3nc4cc5c(cc4cc3C)OCO5)o2)cc1	14
O=S(=O)(c1ccc(S(=O)(=O)N2CCN3CCCC3C2)cc1)N1CCCC1 (stereo not given)	-15
CCOc1ccc(-c2nnc3ccc(SCc4ccc(C(=O)OC)o4)nn23)cc1	0
Cn1c(SC/C=C/c2ccccc2)nnc1-c1ccco1	2
O=S(=O)(Nc1cccnc1)c1cccc(C(F)(F)F)c1	7
O=C(NCCCN1CCOCC1)c1cc(-c2ccc(F)cc2)on1	-30
Cc1cc(C)cc(-n2ccnc2SCC(=O)Nc2ccc3c(c2)OCCO3)c1	-38
C[C@]12CCC(=O)C=C1CC[C@@H]1[C@@H]2[C@@H](O)C[C@@]2(C)[C@H]1CC[C@]2(O)C(=O)COC(=O)CCC(=O)O	-6&-44
CCCCn1c(SCC(=O)OC)nc2c1c(=O)n(C)c(=O)n2C	-9
COc1ccc(OC)c(/C=c2\sc3nc(-c4cccs4)nn3c2=O)c1	-12
COc1ccc(CCNC(=O)CCN2C(=O)COc3ccc(C)cc32)cc1OC	-9
c1ccc(Cn2c(CSc3nnnn3-c3ccccc3)nc3ccccc32)cc1	-12
O=C(NCc1ccco1)c1cccn2c(=O)c3cc(Br)ccc3nc12	-21
CCC(=O)N1c2ccc(S(=O)(=O)CCC(=O)NC3CCCC3)cc2CC1C (stereo not given)	-15
CCOc1ccccc1C(=O)N1CCN(c2cccc(Cl)c2)CC1	-8
COC(=O)Nc1ccc(S(=O)(=O)N(C)CC(F)(F)C(F)F)cc1	-2
CC1CCCC(NC(=O)COC(=O)c2ccc(S(=O)(=O)N3CCOCC3)cc2)C1C (stereo not given)	19
CCOc1ccc(C(C)=O)cc1CN1C(=O)NC2(CCCCC2C)C1=O (stereo not given)	-7
O=c1c(N2CCOCC2)nsn1Cc1ccccc1	-4
O=S(=O)(Nc1ccc2c(c1)OCCO2)c1cnc[nH]1	-11
Cc1ccc(CNC(=O)C2CNc3cc(C)ccc3O2)cc1 (stereo not given)	-22
COc1ccc(S(=O)(=O)n2nc(OC(=O)c3cccs3)cc2N)cc1	29
NS(=O)(=O)c1ccc(NC(=O)CSc2nnc(Cc3cccs3)n2-c2ccccc2)cc1	-12
CC(=O)Nc1c(O)[nH]c2ccccc12	-2
CC1CCN(C(=O)CN2C(=O)c3ccccc3S2(=O)=O)CC1	-4
Brc1ccc2ncnc(Nc3ccc(N4CCOCC4)cc3)c2c1	-5
COc1cc(-c2noc(-c3ccco3)n2)cc(OC)c1OC	3

Quoted at random: 4 entries already listed.
SMILES	GBA activity up
Cc1cc(C)cc(-n2ccnc2SCC(=O)Nc2ccc3c(c2)OCCO3)c1	-38
COC(=O)C1CCN(C(=O)c2sc3nc(-c4ccc(F)cc4)cn3c2C)CC1	33
c1ccc(Cn2c(CSc3nnnn3-c3ccccc3)nc3ccccc32)cc1	-12
Cn1c(=O)n(C)c2cc(NS(=O)(=O)c3ccc4c(c3)CCCC4)ccc21	-26

The listing continues.
SMILES	GBA activity up
O=C(NCCCn1ccnc1)Nc1ccc(Cl)c(Cl)c1	-3
COC(=O)c1ccc(CSc2nc3ccccc3c(=O)n2-c2ccc(OC)c(OC)c2)o1	-21
c1cc2c(cc1C1CCCN1)OCCCO2 (stereo not given)	4
O=C(CSc1nnc(-c2ccc3c(c2)OCCO3)o1)NC1CCCCC1	-1
CCN(CC)C(=O)CN(C)S(=O)(=O)c1cccc2nsnc12	-56
COc1c(N)c2ccccc2[nH]c1=O	-16
O=C(Nc1nc(-c2ccc(S(=O)(=O)N3CCCC3)cc2)cs1)C1COc2ccccc2O1 (stereo not given)	-5
Cc1nc(SCC(=O)N(C)Cc2ccco2)c2c(C)c(C)sc2n1	-24
O=C(CSc1nnc2ccccn12)N1CCc2ccccc2C1	5
CN(C)CCCN1C(=O)C(O)=C(C(=O)c2cccs2)C1c1ccccn1 (stereo not given)	-16
Cc1ccc(C)c(CN2C(=O)C(C)Oc3ccc(C)cc32)c1 (stereo not given)	-3
CC1=NC2(CCCc3c2no[n+]3[O-])N(O)C1(C)C (stereo not given)	-3
CC(C)(C)NC(=O)C(c1ccncc1)N(C(=O)CNC(=O)c1ccco1)c1ccc2c(c1)OCO2 (stereo not given)	-16
CCCc1cc(=O)n2[nH]c(NCc3ccc(Cl)cc3Cl)nc2n1	8
CCCC1CCC(C(=O)Nn2cnc3ccccc3c2=O)CC1 (stereo not given)	-8
Cc1cc(C)n2nnnc2c1C#N	-10
Cc1ccc(Cn2c(C(=O)NCCCN3CCOCC3)cc3sccc32)cc1	50
CCCC(=O)N(Cc1cc2cc(C)ccc2[nH]c1=O)c1ccccc1OC	1
CC(=O)Nc1ccc(S(=O)(=O)N2CCN(S(=O)(=O)N3CCCCCC3)CC2)cc1	-15
COC(=O)C(CCCCNC(=O)OCc1ccccc1)NC(=O)CN (stereo not given)	-38
COc1ccc(C(=O)COC(=O)CCN=C2NS(=O)(=O)c3ccccc32)cc1OC	-1
COc1ccc(NC(=O)c2ccc3c(=O)n(Cc4ccco4)c(=S)[nH]c3c2)c(OC)c1	21
COc1ccc(NC(=O)N2CCC(c3nc(-c4cccs4)no3)CC2)cc1	8
CCc1cccc2c(=O)c(C(=O)NCCN3CCOCC3)c[nH]c12	-55

An excerpt of these results, with bars between the fields:
Molecule | GBA activity up
NS(=O)(=O)c1ccc(NC(=O)CSc2nnc(Cc3cccs3)n2-c2ccccc2)cc1 | -12
CC(=O)Nc1c(O)[nH]c2ccccc12 | -2
CC1CCN(C(=O)CN2C(=O)c3ccccc3S2(=O)=O)CC1 | -4

Next part:
SMILES	GBA activity up
N#Cc1cc2ccccc2nc1SCC(=O)Nc1ccc(S(=O)(=O)N2CCCC2)cc1	5
COc1cc(OC)c(C2C3=C(CCCC3=O)Nc3nc4ccccc4n32)cc1OC (stereo not given)	-19
O=C(Cn1cnc2c(nnn2Cc2ccc(F)cc2)c1=O)N1CCCCC1	-21
Cc1onc(-c2ccccc2)c1C(=O)n1cccn1	2
Cc1ccc(CCNC(=O)C2CCC(=O)N2Cc2cccnc2)cc1 (stereo not given)	-9
Brc1cc2c(cc1Cn1c(-c3cncs3)nc3ccccc31)OCO2	-30
CCn1c(CC(=O)Nc2cccc(OC)c2)nnc1SCC(=O)Nc1nccs1	36
CCCCN(CCCC)C(=O)CN(C)S(=O)(=O)c1ccc2c(c1)n(C)c(=O)c(=O)n2C	-12
O=C(COc1ccccc1F)NC1CC1	7
C=CCSc1nnc(-c2ccc(Cl)cc2Cl)o1	-5
COCc1c(C(=O)OCc2nc(N)nc(Nc3ccccc3C)n2)oc2ccccc12	-41
O=C(NCc1cccs1)c1noc2c1CCCC2	-15
COc1ccc(CCN(Cc2cc3cc4c(cc3[nH]c2=O)OCO4)C(C)=O)cc1OC	12
Cc1cc(C)n(CC(O)Cn2c3ccccc3c3ccccc32)c(=O)n1 (stereo not given)	6
O=C(O)CSc1nnc(Cn2c(=O)sc3ccccc32)n1-c1cccc(Cl)c1	13
CCOC(=O)c1ccc(Oc2nc(NC)nc(OC)n2)cc1	5
CCCC1C(C#N)=C(N)Oc2cc(C)n(C)c(=O)c21 (stereo not given)	2
CCn1cc(C(=O)Nc2cc3c(cc2NC(C)=O)OCCO3)c(=O)c2ccc(C)nc21	-7
Cc1ccc(-c2noc(CCC(=O)NCc3ccc4c(c3)OCO4)n2)cc1	-12
Cc1ccc(C(c2nnnn2CCC(C)C)N2CCN(C)CC2)cc1 (stereo not given)	5
C=CCNc1nc(NC(C)(C)CO)nc(OCC)n1	3
CC(=O)c1c(C(C)=O)c(C)n(NC(=O)c2ccccc2O)c1C	-3
Cc1nc(Cc2nnc(SCc3nc(N)nc(Nc4ccccc4C)n3)o2)cs1	-8
CCOC(=O)C1CCCN(C(=O)C2CCN(S(=O)(=O)N3CCC4(CC3)OCCO4)CC2)C1 (stereo not given)	-6
O=C(CNCc1ccco1)Nc1ccccc1-n1cccc1	-19
Cc1cc(C2N=C(N)Nc3nc4ccccc4n32)c(C)n1-c1ccccc1Cl (stereo not given)	-22
Cc1cc(C)n(-c2nc3ccccc3nc2N2CCCCCC2)n1	-46
O=C(Nc1ccc2oc(-c3ccccc3F)nc2c1)c1cncc(Br)c1	-49
c1nnc2c3c4c(sc3ncn12)CCCC4	-14
CC1(C)OC(=O)C(=CNc2ncccn2)C(=O)O1	-5
CCOc1cc(C2NC(=O)NC(C)=C2C(=O)OC(C)CC)cc(Br)c1O (stereo not given)	-31
Cc1cc(NC(=O)CSc2nc(-c3ccco3)cc(C(F)(F)F)n2)n(-c2ccccc2)n1	-1
CCOC(=O)/C=C1\Nc2ccccc2SC1=O	55
Cc1ccc2[nH]c3c(NCCCN4CCCC4=O)ncnc3c2c1	16
C=CCN1CCN(C(c2cc(OC)ccc2OC)c2nnnn2CC2CCCO2)CC1 (stereo not given)	0
Fc1ccc(-c2noc(C3CCN(Cc4cccnc4)CC3)n2)cc1	-18

The final 3 compounds of the part before are carried over, then new ones follow.
SMILES	GBA activity up
Cc1ccc2[nH]c3c(NCCCN4CCCC4=O)ncnc3c2c1	16
C=CCN1CCN(C(c2cc(OC)ccc2OC)c2nnnn2CC2CCCO2)CC1 (stereo not given)	0
Fc1ccc(-c2noc(C3CCN(Cc4cccnc4)CC3)n2)cc1	-18
O=C(Cn1ncc2c(=O)oc3ccccc3c21)N1CCCc2ccccc21	-1
CCCCNC(=O)Cn1cnc2c(cnn2-c2ccc(C)c(C)c2)c1=O	-1
COC(=O)c1ccccc1NC(=O)CSc1nnc(COc2cccc(OC)c2)n1C	1
O=C(Nc1cc(C(F)(F)F)ccc1N1CCOCC1)c1cncc(Br)c1	-22
Cc1c(/C(O)=C2/C(=O)C(=O)N(Cc3cccnc3)C2c2cccs2)cnn1-c1ccccc1 (stereo not given)	-15
O=C(Cc1cccs1)OCC(=O)c1ccco1	-7
CCCCCOc1ccc(C2C(C(C)=O)=C(C)Nc3ncnn32)cc1OC (stereo not given)	-11
O=C(Cc1ccccc1)Nc1ccc(-c2nnc(-c3ccco3)o2)cc1	-24
CN(C)C(=O)Nc1cnc2ccccc2c1	-12
Cn1c(=O)n(C)c2cc(S(=O)(=O)NCc3ccco3)ccc21	16
Cc1sc(NC(=O)c2oc3ccccc3c2C)c(C#N)c1C	-2
Cc1ccc(Cl)c2c1NC(=O)C2(O)CC(=O)c1ccccc1O (stereo not given)	41

Compounds listed so far that have a CF3 group (4):
SMILES	GBA activity up
CC(C)(C)Nc1nc(OCC(F)(F)F)nc(OCC(F)(F)F)n1	-2
O=S(=O)(Nc1cccnc1)c1cccc(C(F)(F)F)c1	7
Cc1cc(NC(=O)CSc2nc(-c3ccco3)cc(C(F)(F)F)n2)n(-c2ccccc2)n1	-1
O=C(Nc1cc(C(F)(F)F)ccc1N1CCOCC1)c1cncc(Br)c1	-22

Going on with the list.
SMILES	GBA activity up
COCCn1c(SCC(N)=O)nnc1-c1c[nH]c2ccccc12	-16
Cc1ccc(S(=O)(=O)c2cccc(S(=O)(=O)N3CCCC3)c2)cc1S(=O)(=O)N1CCCC1	-20
COc1ccc(NC(=O)CN2CCN(S(=O)(=O)c3ccc(C(C)C)cc3)CC2)cc1OC	66*
c1ccc(Cn2ncc3c(N4CCCCC4)ncnc32)cc1	-33
O=C(Nc1ccccc1C(F)(F)F)c1cc(S(=O)(=O)N2CCC3(CC2)OCCO3)ccc1F	0
COc1ccc(NCc2nnc(SCC#N)n2-c2ccccc2OC)cc1	-10
Nc1nc2c(s1)C(=O)CCC2	-9
NC(=O)c1c(NC(=O)CSc2nnc(-c3ccccc3)n2CC2CCCO2)sc2c1CCC2 (stereo not given)	-5
COc1ccc(OC)c(S(=O)(=O)NCCC2=CCCCC2)c1	10
Cc1cnc(C(=O)Nc2nnc(C(C)C)s2)cn1	-25
Cc1ccc2c(C)nc(Nc3ncc4c(n3)CCCC4=O)nc2c1	-32
COc1cccc(-n2nnc3c(=O)n(Cc4ccccc4Cl)cnc32)c1	25
Cn1c(=O)[nH]c(=O)c2c1nc(N1CCOCC1)n2CCSc1ncccn1	-47
COCCCN=CC1=C(O)CC(C)(C)CC1=O	-1
CCCc1nnc(SCC(=O)Nc2ccc(OC)cc2)n1N	-22
Cc1ccc(N(C(=O)Cn2nnc3ccccc32)C(C(=O)NCc2ccco2)c2ccc(C)o2)cc1 (stereo not given)	-4
C=C(C)Cn1c(SCC(=O)O)nnc1-c1ccc(C(C)(C)C)cc1	-20
Cn1c(C(O)c2ccccc2F)nc(Cl)c1Cl (stereo not given)	-1
C/C(Cl)=C\Cn1c(Nc2ccc(C)cc2)nc2c1c(=O)n(C)c(=O)n2C	41
Cc1cc(F)c(F)c(C(=O)NC2CC2)c1Cl	-13
N#Cc1ccccc1NC(=O)CSc1nnc(-c2ccccc2O)n1-c1ccccc1	-13
N#Cc1c(N)nc2c(c1-c1ccc3c(c1)OCO3)CCCCCC2	-42
O=C(c1csc2ccccc12)n1cccn1	17
CCCCOc1ccc(S(=O)(=O)Nc2cccnc2)cc1	-16
Cc1ccc(C)n1-c1ccc(N2CCOCC2)cc1	-3
CC(C(=O)N1CCCCC1)n1ncn2cccc2c1=O (stereo not given)	-25
Cc1ccc(OS(=O)Nc2cccc3nccnc23)cc1 (stereo not given)	2
Cc1noc(NS(=O)(=O)c2ccc(NC(=O)C34CCC(CC3)C4)cc2)c1C	-26

A portion of the library; count on the stated rates, not on these rows.
